# High-throughput results from PubChem BioAssay.
# AMA1-RON2 inh: disrupts binding of P. falciparum AMA1 to RON2; AlphaScreen AMA1-biotinylated RON2 peptide binding; Potency, µM (top dose mostly 58.2 µM), for the others: at the highest dose activity change, negative = inhibition, usual class: inhibitors; 0.2% of 360,000 active;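 note: potency is the fitted concentration of half-maximal effect; 0% = vehicle wells and -100% = peptide control; nearly all actives have a fitted effect of over 45% in size; some results filed as inactive show a strong effect at the top dose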
#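 AMA1 (3D7) with his tag at 25 nM final met compounds first, then biotinylated RON2 peptide at 25 nM; detection used donor plus acceptor beads, 10 µg/mL apiece, read by AlphaScreen after 30 min at room temperature.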
# Cycloheximide cs: counter-screen for Shiga toxin inhibitors: cycloheximide protein synthesis inhibition | cell reporter, cycloheximide protein synthesis inhibition counterscreen | max response, % | 12% of 300,000 active; in the data active = max response mostly above about 13%, no sharp cut-off; inactive = mostly below about 14%; note: read at 38.3 µM for the half of the compounds with a filed dose; 0% is about no effect
# Pf growth 96h: inhibits malaria parasite growth, 96 h | P. falciparum luciferase reporter growth, 96 h | Potency, µM (titrated, usually from 28.7 µM), for the others: top-dose activity change, negative = inhibition, hits mostly inhibitors | 6.9% of 320,000 active | AID 504834; note: potency is the fitted concentration of half-maximal effect; % is set by controls: 0 for no effect and ±100 for the full control effect
#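 Luminescence readout: decreased luciferase signal marks inhibited growth of reporter-expressing P. falciparum in infected red cells (2% hematocrit, 0.05% parasitemia final), exposed to compound two generations (96 h, 37 C, 5% CO2).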
# Tb PYK inh: T. brucei pyruvate kinase inhibition; Q57TT1; 0.12% of 410,000 active; Potency, µM (titrated, usually from 76.8 µM), for the others: at the top dose activity, negative = inhibition, usual class: inhibitors; TbPYK enzyme, Kinase-Glo Plus ATP luminescence, 45 min; note: potency is the fitted concentration of half-maximal effect; % is set by controls: 0 for no effect and ±100 for the full control effect; nearly all actives have a fitted effect of over 50% in size
#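 TbPYK + substrate in 50 mM TEA pH 7.2, 100 mM KCl, 10 mM MgCl2, 0.05% BSA, 0.01% Tween-20; cpd pinned; ADP 130 uM final; 45 min RT; Kinase-Glo Plus 10 min; luminescence endpoint.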
# Pf growth 48h: P. falciparum growth inhibition at 48 hours (one generation); Potency, µM (highest dose often 28.7 µM), for the others: at the highest dose activity change, negative = inhibition, actives largely listed as inhibitors; P. falciparum luciferase growth in erythrocytes, 48 h; AID 504832; 5.9% of 310,000 active; note: potency is the fitted concentration of half-maximal effect; % is set by controls: 0 for no effect and ±100 for the full control effect
#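 A one-generation exposure of luciferase-tagged malaria parasites in RPMI 1640/Albumax erythrocyte culture, 37 C and 5% CO2. Inhibition is inferred from decreased luminescence after adding detection reagent.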
# Shiga toxin inh: blocks Shiga toxin action in Vero cells. inhibition, % at 38.7 µM. Vero cells, Shiga toxin protein synthesis inhibition reporter. 9.2% of 290,000 active; in the data active = inhibition mostly above about 28%, no sharp cut-off; inactive = mostly below about 43%; note: 0% is about no effect
# LmPK inhibitor: blocks Leishmania mexicana pyruvate kinase activity; Q27686; purified LmPK, Kinase-Glo ATP luminescence, 1 h; Potency, µM (top dose mostly 57.5 µM), inactives show at the highest dose activity change, negative = inhibition, most hits filed as inhibitors; 0.37% of 290,000 active; note: potency is the fitted concentration of half-maximal effect; % is set by controls: 0 for no effect and ±100 for the full control effect
# Target sequence (Q27686 whole entry, looked up): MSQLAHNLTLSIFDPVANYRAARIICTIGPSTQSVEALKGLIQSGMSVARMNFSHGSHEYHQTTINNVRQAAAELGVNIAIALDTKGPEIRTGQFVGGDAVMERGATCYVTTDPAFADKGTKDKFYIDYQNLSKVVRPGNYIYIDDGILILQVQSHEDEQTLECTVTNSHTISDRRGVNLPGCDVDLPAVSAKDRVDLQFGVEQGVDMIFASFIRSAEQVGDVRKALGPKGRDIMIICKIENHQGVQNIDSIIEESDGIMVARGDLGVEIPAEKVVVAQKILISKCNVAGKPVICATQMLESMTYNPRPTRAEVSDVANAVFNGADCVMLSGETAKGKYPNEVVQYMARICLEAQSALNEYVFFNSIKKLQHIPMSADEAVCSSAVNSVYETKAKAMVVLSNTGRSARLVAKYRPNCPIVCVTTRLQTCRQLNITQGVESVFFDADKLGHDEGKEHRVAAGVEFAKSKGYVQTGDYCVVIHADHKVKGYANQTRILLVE
#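 ATP generated from ADP (0.1 mM) and PEP (0.5 mM) by 0.1 nM LmPK over 1 h at room temperature (pH 7.2 imidazole buffer) was detected by coupled luciferase luminescence. Values were normalized to uninhibited and no-enzyme wells.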
# Starred values were filed as active, the others as inactive; ? = inconclusive; · = no result given; & = joins results of further samples; [ ] = another dose, or the depositor's remark. Unless noted, calls come from the whole dose curve; as a rule, active = well fitted curve in the direction sought with a large enough effect; inconclusive = small, poorly fitted or top-dose-only effect, or another doubt; inactive = no such curve, though single readings can be large; an effect the other way counts as inactive or inconclusive.
SMILES,AMA1-RON2 inh,Cycloheximide cs,Pf growth 96h,Tb PYK inh,Pf growth 48h,Shiga toxin inh,LmPK inhibitor
O=C(CCC1CCCN(c2ncccn2)C1)NCc1ccccc1F (centres undefined),-2%,0,?,-1%,-13%,9,2%
CC1CCc2cc(F)ccc2N1C(=O)c1cnc2sccn2c1=O (centres undefined),2%,-1,-4%,-2%,16%,-2,1%
CC(=O)c1cccc(S(=O)(=O)N2CCC(n3nnc4cc(F)ccc43)CC2)c1,-2%,-1,44%[activator],-11%,?,8,2%
CCOc1cc(C(=O)NC)cc(OCC)c1OCC,-11%,-4,?,0%,67%[activator],-2,0%
S=C(Nc1ccc(Cl)cc1)c1nc2ccccc2s1,?,34*,-16%,4%,69%[activator],35,-6%
Cc1ccnc(SCC(=O)n2c3c(c4ccccc42)CC(C)CC3)n1 (centres undefined),-11%,-1,50%[activator],0%,31%[activator],16,0%
CCCCC(=O)NNC(=O)c1c(O)c2ccccc2[nH]c1=O,20%,6,35%[activator],-4%,4%,-5,1%
Cc1ncc([N+](=O)[O-])n1CCO,4%,-1&-6,17%&-15%,-6%&-3%,13%&6%,-1&-3,1%&-1%
CCn1nc(C(=O)OCC(=O)N2CC(=O)Nc3ccccc32)c2ccccc2c1=O,-12%,-1,9%,3%,191%[activator],29,-1%
Cc1ccc2[nH]c(=O)c(CN(CCc3ccccc3)C(c3nnnn3Cc3ccco3)C(C)C)cc2c1 (centres undefined),4%,15,?,3%,3.3µM*,40*,2%
C/C=C(\C)CN1CCC(n2nccc2NC(=O)CCCc2ccccc2)CC1,9%,-2,67%[activator],1%,-19%,-15,0%
CN=c1scc(C)n1/N=C/c1cc(Br)c(O)c(Br)c1,-10%,18*,17%,-2%,5%,51,12%
S=C(c1ccc(-c2ccc(Br)cc2)o1)N1CCCCC1,?,8,2%,-6%,29%,74,-1%
O=C(CSc1ccccc1)NCCCc1ccccc1,7%,9,15µM*,-22%,6%,11,2%
Nc1nonc1-n1nnc(C(=O)N/N=C/c2ccc(O)cc2)c1COc1ccc(F)cc1,-21%,1,-14%,4%,-7%,-5,0%
CCOC(=O)C1(Cc2ccccc2C)CCCN(C(=O)c2cc(C3CC3)[nH]n2)C1 (centres undefined),-14%,-3,27%,1%,?,-8,-5%
CC(=O)Nc1ccc(S(=O)(=O)N[C@@H](C)C(=O)Nc2ccc(N3CCOCC3)cc2)cc1,-3%,2,17%,-5%,36%[activator],25,-5%
O=C(COC(=O)CCC1CCCC1)Nc1ccccc1Sc1ccccc1,27%,-2,1%,-6%,3%,-8,-1%
CC(NC(=O)C(=O)N1CCCCC1)C(c1cccs1)N1CCN(c2ccccc2F)CC1 (centres undefined),6%,4,1.3µM*,-4%,?,-3,-3%
CCOC(=O)N1CCN(C2CC(=O)N(c3ccc(F)cc3)C2=O)CC1 (centres undefined),1%,-3,-22%,1%,4%,9,1%
Cc1cc(-c2ccc(F)cc2)nc2cc(C(N)=O)nn12,-5%,0,?,-15%,·,-4,3%
O=C(CN1C(=O)C2CC=CCC2C1=O)NCc1ccc2c(c1)OCO2 (centres undefined),-1%,1,45%[activator],2%,-7%,13,1%
CC(=O)c1nc(N2C(=O)CC(Cc3cc(C)cc(C)c3)C2=O)sc1C (centres undefined),-1%,-5,?,2%,-4%,-13,2%
O=C(O)CC(C(=O)O)c1cn(Cc2ccccc2)c2ccccc12 (centres undefined),-5%,-4,?,4%,-4%,-15,9%
Cc1noc(/C=C/N(C)C)c1S(=O)(=O)N1CCCC(C(=O)NC(C)c2ccccc2)C1 (centres undefined),-20%,-3,?,0%,?,21,5%
Cc1c(NC(=O)CSc2nncn2-c2ccccc2)c(=O)n(-c2ccccc2)n1C,-5%,·,43%[activator],1%,7%,·,·
CC(=O)Oc1ccc(-c2cccc(C(=O)NCC(=O)O)c2)cc1,1%,-1,?,-2%,-1%,-24,1%
C=CCc1cc(/C=N/n2cnnc2)cc(OCC)c1O,12%,-3,8.3µM*,-5%,?,15,-5%
COc1cccc(NC(=O)CN2C(=O)COc3ccc(S(=O)(=O)N4CCOCC4)cc32)c1,16%,-2,-10%,-3%&1%,-6%,29,8%
COc1cc(C(C)=O)ccc1OCC(O)CN(CCO)Cc1ccccc1 (centres undefined),-9%,-1,32%[activator],-1%,4%,-14,1%

# Brought forward from above: two compounds, then new ones.
SMILES,AMA1-RON2 inh,Cycloheximide cs,Pf growth 96h,Tb PYK inh,Pf growth 48h,Shiga toxin inh,LmPK inhibitor
COc1cccc(NC(=O)CN2C(=O)COc3ccc(S(=O)(=O)N4CCOCC4)cc32)c1,16%,-2,-10%,-3%&1%,-6%,29,8%
COc1cc(C(C)=O)ccc1OCC(O)CN(CCO)Cc1ccccc1 (centres undefined),-9%,-1,32%[activator],-1%,4%,-14,1%
O=c1[nH]c2ccccc2c(O)c1Cc1ccccc1,-3%,-3,3%,-1%,-5%,5,-4%
Cc1ccc(-n2nc(C)c3cc(C(=O)O)sc32)cc1,3%,2,3%,-5%,10%,-3,-8%
C/C(=N\N=C(N)N)c1ccc(Cl)cc1,-17%,-3,4.1µM*,-10%,6.6µM*,-8,0%
CCCn1c2ccccc2c2cnn(CC(=O)NC3CCN(Cc4ccccc4)CC3)c(=O)c21,-1%,-3,?,-6%,-1%,-8,6%
Nc1ccc(Nc2nc(-c3cccs3)cs2)cc1,55%[activator],-1,44%[activator],-7%,?,8,-3%
Cc1ccc(-c2ccc(=O)n(CC(=O)N3CCN(c4cccc(C)c4)C(C)C3)n2)cc1 (centres undefined),-15%,1,12µM*,-8%,46%[activator],-20,-1%
CSCc1ccc(C(=O)N2CCCC(Nc3ccc(F)cc3)C2)o1 (centres undefined),-5%,8,1%,3%,?,-6,-9%
CCn1c(-c2nn(C)c(C)c2Cl)n[nH]c1=S,-3%,1,-13%,-24%,1%,13,3%
COc1ccc(-n2nnnc2SCC(N)=O)cc1,-3%,-1,·,4%,0%,-10,-3%
Nc1c(C(=O)Nc2ccccc2F)sc2nc(-c3ccco3)ccc12,48%[activator],47*,224%[activator],-5%,110%[activator],97*,5%
Cc1ccc(F)cc1S(=O)(=O)NCc1ccc(N2CCN(C)CC2)cc1,3%,1,-1%,-2%,4%,-5,-4%
O=C(COC(=O)c1ccc(S(=O)(=O)N2CCCC2)cc1)Nc1ccc(N2CCOCC2)cc1,-3%,-2,1%,-19%,41%[activator],-6,4%
Cc1cc(C)n(Cc2cc(C(=O)O)c3ccccc3n2)n1,-1%,-4,2%,-2%,25%,-12,1%
CC(=O)Nc1ccccc1NC(=O)C/C(C)=N/NC(=O)c1ccncc1,98%[activator],12,-4%,0%,16%,-3,0%
COc1cc(OC)cc(C(=O)Nc2ccc(Nc3ccccc3)cc2)c1,-29%,21,-84%,-1%,32%,8,1%
O=C(CCNC(=O)Cn1ccc2ccccc2c1=O)NCc1ccc(F)cc1Cl,-11%,-3,?,-3%,-4%,-13,1%
O=C(COC(=O)c1ccccn1)Nc1cccnc1Cl,12%,·,7%,3%,-24%,·,·
Cc1cccn2c(=O)c3cc(C(=O)NC4CCCC4)c(=N)n(CCCN4CCOCC4)c3nc12,16%,-9,14%,-4%,2.3µM*,-2,3%
COc1ccc(NS(=O)(=O)c2ccc(NS(=O)(=O)c3cccs3)cc2)cc1,-6%,-5,0%,8%,10%,-8,1%
COc1cc(C)cc(CN2CC=C(c3ccccc3)CC2)c1O,-18%,0,?,-7%,1.2µM*,24,2%
C/C(=N\Nc1nnc2c3ccccc3n(C)c2n1)c1ccc(C)o1,20%,13,?,-5%,?,29,-2%
CC1CCCC(C)N1NC(=O)Cc1ccccc1 (centres undefined),-6%,-2,20%,0%,-8%,9,-2%
CC(NC(=O)c1cccs1)c1ccc2c(c1)OCO2 (centres undefined),-14%,-3,·,-13%,8%,-5,12%
Cn1cc(S(=O)(=O)NC2CCCCCC2)c(=O)n(C)c1=O,2%,1,16%,-14%,7%,-24,-13%
COc1ccc(C(=O)NC(=S)NNC(=O)c2ccc(NC(C)=O)cc2)cc1Br,41%[activator],10,-3%,-14%,-15%,-7,-5%
CCN(CC)S(=O)(=O)c1ccc(C(=O)NNc2nc(-c3ccccc3)c3cc(Br)ccc3n2)cc1,60%[activator],-2,32%[activator],3%,36%[activator],-5,4%
CCN(CC)S(=O)(=O)c1ccc(C(=O)N2CCN=C2SC)cc1,-3%,-4,55%[activator],-1%,1%,-13,-4%
Cc1ccc(C(=O)NCCNC(=O)c2cnccn2)cc1,4%,-1,0%,-5%,5%,3,2%
CC(Oc1cc2oc(=O)c3c(c2cc1Cl)CCC3)C(=O)NCc1cccnc1 (centres undefined),0%,-4,?,12%,2%,-3,-6%
O=C(Nc1ccccc1Cl)N1CCN(c2ccc3nnc(-c4ccc(F)cc4)n3n2)CC1,-1%,37,0%,1%,?,3,4%

# Nothing new here: two of the compounds above.
SMILES,AMA1-RON2 inh,Cycloheximide cs,Pf growth 96h,Tb PYK inh,Pf growth 48h,Shiga toxin inh,LmPK inhibitor
Cc1ccnc(SCC(=O)n2c3c(c4ccccc42)CC(C)CC3)n1 (centres undefined),-11%,-1,50%[activator],0%,31%[activator],16,0%
CCCCC(=O)NNC(=O)c1c(O)c2ccccc2[nH]c1=O,20%,6,35%[activator],-4%,4%,-5,1%

# Further records.
SMILES,AMA1-RON2 inh,Cycloheximide cs,Pf growth 96h,Tb PYK inh,Pf growth 48h,Shiga toxin inh,LmPK inhibitor
COCCN=c1scc(-c2ccco2)n1/N=C/c1ccc(O)c(O)c1O,-24%,11,?,?,?,54,-1%
CC(C)(C)c1nnc(SCC(=O)Nc2ccc(N3CCCCC3)cc2)n1N,12%,·,172%[activator],4%,139%[activator],·,·
COCc1[nH][nH]c(=O)c1C=Nc1ccc(C(F)(F)F)cc1,10%,7,-12%,-5%,12%,25,2%
CN(C)C(=O)Nc1ccccc1CC[N+](=O)[O-],-27%,7,17%,3%,-6%,-2,-3%
C#CCOCCOCCOCCNc1nc(N2CCN(C(=O)[C@H]([C@@H](C)CC)n3cc(CCCCN)nn3)CC2)nc(N2CCN(C(=O)[C@H]([C@@H](C)CC)n3cc(CCCN=C(N)N)nn3)CC2)n1,-13%,·,7.4µM*,2%,?,·,·
CCc1ccc2nc(Nc3ccc(OC)cc3OC)c(C#N)cc2c1,15%,1,3%,10%,14%,-2,5%
CC12CCC(=O)N1C(C(=O)Nc1nc(-c3ccccc3)cs1)CS2 (centres undefined),11%,·,29%,-1%,24%,·,·
CCOc1ccc(Cn2ccnc2)cc1[N+](=O)[O-],3%,-1,-6%,0%,6%,-20,0%
Cc1cccc(NC(=O)CSCC(=O)N2CCN(C(=O)c3ccco3)CC2)c1,33%[activator][11.6 µM],·,?,5%,-10%,·,·
COc1ccc(C/C(C)=N\NC(=O)c2c[nH]c3ccccc23)cc1OC,42%[activator],29*,8%,-4%,0%,71*,-1%
COc1ccc(C(=O)Nc2nnc(-c3ccccc3)s2)cc1,3%,12,39%[activator],0%,104%[activator],4,2%
